From PubChem BioAssay
Caspase-1 inhib – allosteric or competitive inhibitors of human caspase-1. Caspase-1 enzyme, Ac-WEHD-AFC fluorogenic rate. Potency, µM (series often up to 57.5 µM), for inactives: top-dose activity change, negative = inhibition, most hits filed as inhibitors. P29466. AID 900. hit rate 0.03% among 75,000;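 note: potency is the fitted concentration of half-maximal effect; plate controls were vehicle for no effect and no substrate for full effect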
DNA Pol III inh – inhibitors of bacterial DNA polymerase III holoenzyme. reconstituted DNA polymerase III holoenzyme replication, biochemical. hit rate 0.25% among 71,000. AID 603. Potency, µM (highest dose often 57.1 µM), without a hit: at the top dose activity change, negative = inhibition; note: potency is the fitted concentration of half-maximal effect; % is set by controls: 0 for no effect and ±100 for the full control effect
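Reconstituted *E. coli* holoenzyme (0.35 nM Pol III, 1 nM beta, 154 nM SSB, 2 nM primase) was preincubated with compound for 15 min at RT. Synthesis on 1.4 nM ssM13Gori ran 35 min, then was stopped with PicoGreen/EDTA and read as dsDNA fluorescence.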
BRCT inh red – BRCT-phosphoprotein interaction inhibition (red fluorophore). P38398. Potency, µM (series often up to 76.9 µM), inactives show at the top dose activity change, negative = inhibition, usual class: inhibitors. BRCT-phosphopeptide binding, red fluorescence polarization. hit rate 0.03% among 75,000. AID 892; note: % is set by controls: 0 for no effect and ±100 for the full control effect
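Rhodamine-labelled pBACH1 10-mer (100 nM) bound to BRCT domain (100 nM) at pH 7.3; compounds incubated 12 min room temperature, polarization read. Free peptide defines full inhibition; unlabelled decapeptide titrated as control.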
Casp7 inh – caspase-7 (human) inhibition, allosteric or competitive. recombinant caspase-7, Ac-DEVD-AFC fluorescence rate. hit rate 0.02% among 75,000. AID 889. P55210. Potency, µM (titrated, usually from 57.5 µM), for inactives: at the highest dose activity change, negative = inhibition, actives largely listed as inhibitors; active = well fitted inhibition curve with a large enough effect in the main read-out, with a control signal flat, not every such curve was filed as active; inconclusive = small, poorly fitted or top-dose-only effect, or a change in a side signal; note: potency is the fitted concentration of half-maximal effect; % of control where 0% means no effect
Target sequence (P55210 24-198 limits assumed): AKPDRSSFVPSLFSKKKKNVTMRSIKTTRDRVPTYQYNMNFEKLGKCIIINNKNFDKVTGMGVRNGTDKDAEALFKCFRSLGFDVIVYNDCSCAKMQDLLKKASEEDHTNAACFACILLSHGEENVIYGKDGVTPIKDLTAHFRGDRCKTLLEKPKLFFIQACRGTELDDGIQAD
Target sequence (P55210 207-303 limits assumed): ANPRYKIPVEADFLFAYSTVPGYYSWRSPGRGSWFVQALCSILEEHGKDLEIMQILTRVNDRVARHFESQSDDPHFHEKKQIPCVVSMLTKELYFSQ
USP2a inhib – USP2a (human) protease inhibition. USP2a enzymatic assay, qHTS inhibition. Potency, µM (titrated, usually from 38.3 µM), without a hit: top-dose activity change, negative = inhibition, most hits filed as inhibitors. AID 927. O75604. hit rate 0.1% among 60,000;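 note: potency is the fitted concentration of half-maximal effect; nearly all actives have a fitted effect of over 60% in size; plate controls were DMSO for no effect and NEM full inhibition control for full effect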
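USP2 core (20nM final) preincubated 30 min RT with compound, then Ub-PLA2 20nM and NBD C6-HPC 20uM final added; buffer 20mM Tris-HCl pH 8.0, 2mM CaCl2. Fluorescence Ex 460/Em 535 read at 0 and 2.5 h; normalized to NEM.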
Rhodamine autofl – rhodamine region autofluorescence; max dye-equivalent concentration, M; AID 594; hit rate 0.05% among 59,000; Rhodamine-region fluorescence, 547/598 nm, Tris buffer; hits give high values; in the data active = max dye-equivalent concentration above about 11 nM; inconclusive = between about 1.1 nM and that limit
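qHTS spectral profiling of compounds without any target or enzyme present, in pH 8.0 Tris buffer; plates were read after a 15-minute room-temperature incubation using the rhodamine-region filter set.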
HADH2 inhib – inhibitors of human HADH2 dehydrogenase | Q99714 | recombinant HADH2, NADH fluorescence, beta-hydroxybutyryl-CoA | Potency, µM (top dose mostly 57.1 µM), without a hit: at the top dose activity change, negative = inhibition, most hits filed as inhibitors | hit rate 3.4% among 73,000 | AID 886; note: potency is the fitted concentration of half-maximal effect; % is set by controls: 0 for no effect and ±100 for the full control effect; nearly all actives have a fitted effect of over 60% in size; many of its hits are not listed in these tables
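Activity measured as NADH fluorescence gain (360/450 nm), taken as the change between first and last reads of a 4-min kinetic run. Conditions: pH 9.0 Tris buffer, 20 nM E. coli-expressed His-tagged enzyme, 1 mM NAD+, 90 uM beta-hydroxybutyryl-CoA; 15-min compound preincubation.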
ALOX15 inhib – blocks human 15-lipoxygenase activity; AID 887; purified 15hLO-1, xylenol orange hydroperoxide absorbance; P16050; hit rate 1.4% among 74,000; Potency, µM (series often up to 57.1 µM), without a hit: at the top dose activity change, negative = inhibition, usual class: inhibitors; note: potency is the fitted concentration of half-maximal effect; % is set by controls: 0 for no effect and ±100 for the full control effect; nearly all actives have a fitted effect of over 55% in size
Target sequence (P16050 whole entry, looked up): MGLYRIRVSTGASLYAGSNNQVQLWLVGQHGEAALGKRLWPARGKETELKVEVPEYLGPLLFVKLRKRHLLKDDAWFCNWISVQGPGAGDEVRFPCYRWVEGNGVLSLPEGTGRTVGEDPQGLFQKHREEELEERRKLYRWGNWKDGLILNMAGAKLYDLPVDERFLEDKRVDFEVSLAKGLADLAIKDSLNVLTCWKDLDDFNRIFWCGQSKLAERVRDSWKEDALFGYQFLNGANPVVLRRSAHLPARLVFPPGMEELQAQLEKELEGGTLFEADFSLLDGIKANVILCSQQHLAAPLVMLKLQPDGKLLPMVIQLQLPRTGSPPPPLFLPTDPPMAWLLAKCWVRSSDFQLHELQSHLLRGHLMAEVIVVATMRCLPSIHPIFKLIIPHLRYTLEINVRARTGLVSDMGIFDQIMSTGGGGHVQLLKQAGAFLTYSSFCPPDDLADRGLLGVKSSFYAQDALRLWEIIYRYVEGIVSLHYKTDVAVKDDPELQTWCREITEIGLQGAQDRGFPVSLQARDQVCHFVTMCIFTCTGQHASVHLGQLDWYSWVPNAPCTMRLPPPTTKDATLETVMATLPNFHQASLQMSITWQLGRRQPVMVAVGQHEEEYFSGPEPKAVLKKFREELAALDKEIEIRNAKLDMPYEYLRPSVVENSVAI
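Readout: Fe(III)-xylenol orange absorbance, 573-to-405 nm ratio as reaction progress. Enzyme 40 nM purified human 15hLO-1, substrate 50 uM arachidonic acid, 6 min RT after 15 min compound preincubation; Hepes pH 7.5 buffer with Triton X-100.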
HEK293 cAMP cs – counter-screen for TSHR agonists: cAMP increase in parental HEK293 | AID 938 | Potency, µM (series often up to 57.1 µM), inactives show top-dose activation, most hits filed as activators | hit rate 2.5% among 73,000 | parental HEK293 CNG cAMP sensor, membrane potential fluorescence; note: potency is the fitted concentration of half-maximal effect; % of control where 0% means no effect; nearly all actives have a fitted effect of over 55% in size
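Parental HEK 293 cells stably expressing a modified CNG channel (no TSHR) report cAMP rise as membrane depolarization. Membrane potential dye with 100 uM RO 20-1724 was loaded for 60 min at room temperature, then compound added for 30 min; fluorescence read at 590 nm.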
Tau fil binding – tau filament binding | P10636 | Potency, µM (highest dose often 57.1 µM), for inactives: at the top dose activity change, negative = inhibition | recombinant tau filaments, thioflavin S fluorescence, 15 h; filaments grown with octadecylsulfate alongside compound | hit rate 2% among 71,000 | AID 596;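 note: potency is the fitted concentration of half-maximal effect; % is set by controls: 0 for no effect and ±100 for the full control effect; actives lower thioflavin S fluorescence by blocking filaments or displacing dye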
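His-tagged recombinant human tau (exons 2, 3 and 10 included), 1 uM, was induced to fibrillize by 30 uM sodium octadecylsulfate with compound present. After 15 h at 37 C, thioflavine S fluorescence (ex 450, em 510 nm) was read.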
BRCT inh green – BRCA1 BRCT-phosphoprotein interaction inhibition | hit rate 0.05% among 75,000 | P38398 | BRCA1 BRCT-phosphopeptide binding, green fluorescence polarization | Potency, µM (titrated, usually from 76.9 µM), for the others: top-dose activity change, negative = inhibition, actives largely listed as inhibitors;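 note: potency is the fitted concentration of half-maximal effect; plate controls were peptide without protein for full effect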
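Compounds were incubated for 12 min at room temperature with a complex of 100 nM fluorescein-tagged pBACH1 decapeptide and 250 nM His-tagged BRCT protein. Buffer was phosphate pH 7.3 with EDTA, DTT and Tween 20. Disruption of binding lowers the polarization signal.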
* marks the source's active call; other numbers are inactive results; i = inactive; ? = inconclusive; / = no result given; & = joins results of further samples; [ ] = another dose, or the depositor's remark. Unless noted, calls come from the whole dose curve; as a rule, active = well fitted curve in the direction sought with a large enough effect; inconclusive = small, poorly fitted or top-dose-only effect, or another doubt; inactive = no such curve, though single readings can be large; an effect the other way counts as inactive or inconclusive. Only part of the results is shown; count on the stated rates, not on these rows.

Every second line gives: Caspase-1 inhib	DNA Pol III inh	BRCT inh red	Casp7 inh	USP2a inhib	Rhodamine autofl	HADH2 inhib	ALOX15 inhib	HEK293 cAMP cs	Tau fil binding	BRCT inh green
1: CC1(C)CC(=O)CC(C)(C)N1OC(=O)c1ccncc1
  -1%	-3%	-1.0%	-2%	3%	i	3%	-12%	6%	4%	-1.5%
2: CC[C@@H](c1ccccc1)n1c(=O)n2n(c1=O)[C@H]1[C@H](O)[C@H]3O[C@@H]3/C(=N/OCc3ccccc3)[C@@H]1CC2
  -4%[11.5 µM]	/	1.4%[15.4 µM]	-1%[11.5 µM]	/	/	10%[11.4 µM]	-2%[11.4 µM]	-3%[11.4 µM]	/	0.7%[15.4 µM]
3: CSc1cccc(NS(=O)(=O)c2ccc3c(c2)oc(=O)n3C)c1
  -1%	-2%	-0.2%	-1%	/	/	-1%	1%	2%	-3%	-1.2%
4: COc1ccc(-n2nnc3c(SCC(=O)Nc4ccc5c(c4)OCCO5)ncnc32)cc1
  -3%	/	-0.6%	-4%	/	/	4%	-8%	7%	/	2.2%
5: Cc1cc(Nc2ccccc2C(=O)O)nc2nc3ccccc3c(=O)n12
  0%	-2%	-0.7%	-2%	-3%	i	2%	2%	-5%	-4%	1.5%
6: COCCNC(=O)CN1CCOc2ccccc21
  -2%	4%	0.5%	-2%	/	/	2%	-1%	?	-3%	-1.4%
7: COc1ccc(C2c3c(oc4c(C)cc(C)cc4c3=O)C(=O)N2Cc2cccnc2)cc1OC (stereo not drawn)
  -1%	-2%	1.1%	-2%	4%	i	11%	2%	-1%	5%	-4.4%
8: O=C(Nc1cccc(F)c1)N1CC2(CCN(C(=O)c3csnn3)CC2)C1
  -5%	10%	2.0%	-5%	13%	i	-1%	-1%	9%	8%	-2.0%
9: O=C(c1cnn2ccccc12)N1CCc2ccccc21
  -1%	0%	-0.3%	0%	/	/	-3%	-7%	-6%[11.4 µM]	16%	0.9%
10: O=C1NC(=O)C(c2ccccc2)(c2ccccc2)N1
  3%&-2%&0%	-1%&-3%	0.6%&0.7%&-1.1%	2%&0%&0%	-10%&-4%	i	-6%&8%	2%&-4%&2%	-4%&-3%	-2%&5%	-2.8%[3.08 µM]
11: COc1ccc(OC)c(S(=O)(=O)Nc2cc(OC)c(Cl)cc2OC)c1
  -2%	10%	0.2%	-1%	1%	i	8%	-4%	17%	5%	-0.3%
12: Cc1cc(NC(=O)C2CCCN(S(=O)(=O)c3c(C)noc3C)C2)n[nH]1 (stereo not drawn)
  0%	-2%	-0.3%	-3%	/	/	1%	10%	6%	-3%	-1.1%
13: Cc1cc2c3c(c1)C1(C(=O)N3C(C)(C)CC2C)C(C#N)=C(N)Oc2n[nH]c(C)c21 (stereo not drawn)
  -1%	-1%	-1.1%	3%	26%	i	12%	-3%	10%	-4%	1.6%
14: C[C@H]1[C@@H](O)[C@@H](C)\C=C/C=C\C=C/C=C\C=C/C=C\C=C/[C@@H](O[C@H]2O[C@@H](C)[C@@H](O)[C@@H](N)[C@@H]2O)C[C@@H]2O[C@](O)(C[C@@H](O)C[C@@H](O)[C@@H](O)CC[C@@H](O)C[C@@H](O)CC(=O)O[C@H]1C)C[C@@H](O)[C@H]2C(=O)O (stereo in doubt)
  -3%[25.7 µM]	-7%[25.6 µM]	-0.6%[34.4 µM]	2%[25.7 µM]	25%[17.1 µM]	i	?	?	3%[25.6 µM]	4%[25.6 µM]	5.8%[34.4 µM]
15: COc1cccc(-n2c(Cc3cc(=O)[nH]c(=O)[nH]3)nnc2SCC(=O)NC2CCCC2)c1
  2%	-1%	0.3%	-2%	/	/	6%	7%	3%	-8%	0.0%
16: CC(=O)Nc1cc2c(cc1C(=O)C(C)C)OCCO2
  0%	2%	0.4%	-3%	-7%	i	-16%	9%	5%	-4%	0.0%
17: O=C1C(=O)N(CCCn2ccnc2)C(c2cccnc2)/C1=C(/O)c1ccc(F)cc1 (stereo not drawn)
  -1%	6%	0.5%	0%	0%	/	-9%	6%	-2%	-11%	-2.1%
18: COc1ccc(C2N(c3ccccn3)C(=O)C3CCCN32)c(OC)c1 (stereo not drawn)
  -2%	-2%	0.6%	1%	2%	i	20%	-8%	-3%	7%	-1.8%
19: O=C(CSc1ccc2nnc(-c3cccnc3)n2n1)NCc1ccco1
  -2%	-25%	-2.4%	-2%	/	/	-10%	-4%	-9%	4%	-2.0%
20: O=C(NC1CCCC1)C1CCCN1S(=O)(=O)c1cccc2cccnc12 (stereo not drawn)
  4%	2%	0.8%	0%	/	/	-6%	3%	5%	-2%	-3.2%
21: CC(Oc1ccc(-c2ccccc2)cc1)C(=O)N1CCOCC1 (stereo not drawn)
  -2%	-8%	-1.6%	-2%	14%	i	?	?	23%	7%	0.4%
22: O=C(C1CC1)N1CCc2cc(S(=O)(=O)N3CCOCC3)ccc21
  -1%	-5%	-1.0%	-2%	1%	i	3%	3%	7%	5%	-1.3%
23: CC1CN(c2oc(COc3ccc(Cl)cc3Cl)nc2C#N)CC(C)O1 (stereo not drawn)
  -1%	-3%	0.0%	-2%	-2%	i	-10%	1%	?	18%	0.0%
24: CCN(CC)CCCNC(=O)c1cn(C)c2ccc(S(=O)(=O)N(C)C)cc2c1=O
  -2%	-3%	-3.3%	-2%	/	/	-9%	6%	4%	1%	4.5%
25: NC(=O)c1ccsc1NC(=O)CSc1ccccc1F
  5%	-7%	-1.6%	1%	28%	i	1%	?	16%	0%	3.9%
26: CCOC(=O)CCCNC(=O)CN1C(=O)NC(CCc2ccccc2)C1=O (stereo not drawn)
  0%	-2%	0.3%	-1%	4%	i	-6%	7%	-6%	3%	-2.0%
27: CCCCC(CC)CNC(=O)CCS(=O)(=O)c1cccc2nsnc12 (stereo not drawn)
  -3%	-3%	-1.4%	3%	6%	i	1%	11%	2%	-18%	-1.3%
28: C[C@@H](C(=O)O)/C(=C/c1ccc2c(c1)OCO2)C(=O)O
  0%[11.5 µM]	-7%[11.4 µM]	1.3%[15.4 µM]	0%[11.5 µM]	/	i	9%[11.4 µM]	5%[11.4 µM]	1%[11.4 µM]	4%[11.4 µM]	-0.2%[15.4 µM]
29: O=C(c1cnccn1)N1CCC2(CCN(Cc3ccncc3)CC2)CC1
  -1%	-8%	-0.3%	-1%	5%	i	4%	5%	27%	-8%	-2.5%
30: Cc1ccc(Cn2c(CN3CCOCC3)nc3c2c(=O)n(C)c(=O)n3C)cc1
  0%	1%	-0.1%	-5%	2%	i	-2%	12%	1%	16%	-3.4%
31: C=CCn1c(SCc2nc3ccccc3c(=O)[nH]2)nnc1-c1cc2cc(Cl)ccc2o1
  0%	-7%	-1.9%	-1%	40%[activator]	i	3%	-8%	32µM*	160%	-1.0%
32: O=C(COc1ccc(Cl)cc1Cl)NCCCn1ccnc1
  -2%	0%	0.7%	-1%	53%[activator]	i	7%	14%	-4%	-11%	-1.1%
33: O=C(CCN1C(=O)C2C3C=CC(C3)C2C1=O)Nc1ccccn1 (stereo not drawn)
  -2%	-2%	-0.6%	1%	3%	i	-1%	2%	2%	4%	-2.0%
34: CCCS(=O)(=O)N1CCCC(C(=O)NCCN2CCOCC2)C1 (stereo not drawn)
  3%	-2%	-0.3%	3%	-6%	i	-3%	-4%	2%	13%	-4.3%
35: C=CCOC(=O)c1ccccc1C(=O)OCC=C
  -1%	9%	-0.7%	2%	/	/	-29%	-4%	2%	3%	-0.2%
36: Cc1ccc(N(C(=O)Cn2nnc3ccccc32)C(C(=O)NCc2ccco2)c2cccnc2)cc1 (stereo not drawn)
  0%	-3%	0.1%	0%	5%	i	10%	2%	4%	10%	1.3%
37: Cc1nc2cc(NC(=O)N3CC4(C)CC3CC(C)(C)C4)ccc2n1C (stereo not drawn)
  0%	-1%	0.6%	0%	10%	i	-3%	2%	10%	4%	-2.9%
38: Cc1ccc2c(c1)-c1ccccc1S(=O)(=O)N2
  -2%	-3%	0.7%	0%	1%	i	-17%	0%	10%	-4%	-2.7%
39: Cc1ccccc1-n1c(Cn2c(=O)sc3ccccc32)nnc1SCC(=O)NCC1CCCO1 (stereo not drawn)
  -4%	1%	-1.1%	0%	/	/	-2%	2%	1%	13%	0.3%
